Screening data as filed in PubChem.
FBW7 act – human FBW7 E3 ligase activation, primary screen | AlphaScreen FBW7–phospho-cyclin E peptide binding, activator screen | hit rate 0.13% among 650,000 | normalized activity (activation), % at 26.1 µM | AID 1259310; in the data active = normalized activity above about 1.9%;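 note: purified mutant Fbw7 with reduced substrate affinity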
TEAD-YAP block – TEAD-YAP interaction inhibition; HEK-TIYL cells, TEAD-Gal4/YAP UAS-luciferase luminescence; inhibition, % at 9.12 µM; hit rate 1.4% among 640,000; AID 1259422; in the data active = inhibition above about 32%;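 note: 0% = median of test compound wells and 100% = reference inhibitor wells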
GPR151 activ – human GPR151 activation | Q8TDV0 | PathHunter beta-arrestin GPR151 cells, luminescence | activation, % at 11.2 µM | hit rate 1% among 650,000; in the data active = activation above about 4.9%;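 note: 0% = median of compound wells and 100% = cells with positive control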
Target sequence (Q8TDV0 whole entry, looked up): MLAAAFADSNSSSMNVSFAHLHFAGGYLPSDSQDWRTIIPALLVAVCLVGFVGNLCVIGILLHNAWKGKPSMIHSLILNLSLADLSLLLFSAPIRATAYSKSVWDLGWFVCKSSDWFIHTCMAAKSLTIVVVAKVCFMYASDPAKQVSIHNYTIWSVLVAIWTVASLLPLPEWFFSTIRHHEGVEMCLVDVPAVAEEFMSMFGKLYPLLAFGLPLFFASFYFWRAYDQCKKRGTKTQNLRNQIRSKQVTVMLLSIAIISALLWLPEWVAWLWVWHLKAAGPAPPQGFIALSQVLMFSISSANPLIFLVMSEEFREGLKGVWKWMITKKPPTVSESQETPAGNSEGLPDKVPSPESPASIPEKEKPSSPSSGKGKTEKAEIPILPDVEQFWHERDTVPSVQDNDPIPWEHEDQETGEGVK
MITF inh – blocks human microphthalmia-associated transcription factor. O75030. AlphaScreen MITF homodimerization, bead proximity signal. inhibition, % at 2.6 µM. hit rate 0.91% among 650,000. AID 1259374; in the data active = inhibition above about 50%;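 note: 0% = vehicle wells with protein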
Target sequence (O75030 whole entry, looked up): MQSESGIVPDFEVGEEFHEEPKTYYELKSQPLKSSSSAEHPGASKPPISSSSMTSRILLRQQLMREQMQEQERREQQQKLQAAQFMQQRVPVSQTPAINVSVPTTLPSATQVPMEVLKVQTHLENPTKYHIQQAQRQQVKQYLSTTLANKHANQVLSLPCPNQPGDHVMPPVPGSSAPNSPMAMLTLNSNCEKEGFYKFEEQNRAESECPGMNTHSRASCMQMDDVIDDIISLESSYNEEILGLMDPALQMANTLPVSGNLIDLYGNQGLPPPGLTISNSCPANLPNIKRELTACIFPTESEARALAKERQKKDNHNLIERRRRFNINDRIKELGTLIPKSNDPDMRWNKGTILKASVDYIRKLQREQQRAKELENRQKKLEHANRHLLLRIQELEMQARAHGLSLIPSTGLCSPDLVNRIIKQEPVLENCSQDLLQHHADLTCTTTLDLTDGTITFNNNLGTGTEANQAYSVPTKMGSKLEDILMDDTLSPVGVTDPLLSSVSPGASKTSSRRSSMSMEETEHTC
The depositor's hits bear a star; & = joins results of further samples.

SMILES	FBW7 act	TEAD-YAP block	GPR151 activ	MITF inh
CCOC(=O)C1=NN(c2ccc(C)cc2)C2C(=O)N(c3ccccc3Cl)C(=O)C12 (stereo not drawn)	0.1	3	0.6	1
Cc1ccc2nc(-c3ccncc3)c(NCC3CCCO3)n2c1 (stereo not drawn)	0.2	18	0.6	0
CSc1ccccc1C(=O)N1CCCCCC1	0.1	7	0.0	9
Cc1ccc(CN[C@H]2C[C@H]3C(=O)N[C@@H](C)C(=O)N3C2)c(C)c1	-0.1	-12	-1.7	5
O=C(NCCCN1CCCC1=O)c1n[nH]c2ccccc12	0.0	1	-0.3	-2
CC1=C(C(=O)Nc2ccccc2)C(c2ccccc2Cl)n2ncnc2N1 (stereo not drawn)	0.7	-6	-1.2	6
COc1ccccc1N1CCN(C2CCN(Cc3ccc4c(c3)OCO4)CC2)CC1	-0.1	7	-0.9	7
O=C(CSc1n[nH]c(=O)n1C1CC1)Nc1cccc2ccccc12	0.2	0	-0.4	7
CCCSc1nc2sc3c(c2c(=O)n1-c1ccc(C)cc1)CCCCC3	-0.1	1	1.0	3
CCC(C(=O)O)N1C(=O)/C(=C/c2ccc3c(c2)OCO3)SC1=S (stereo not drawn)	-0.5	9	1.1	1
CCCNC(=O)c1ccc(-c2ccc(N3CCOCC3)nc2)s1	0.1	-47	-12	-1
Cc1ccc(-c2csc3[nH]c(=S)n(-c4ccccc4)c(=O)c23)o1	0.1	1	0.3	6
O=C(NNS(=O)(=O)c1ccc(F)cc1)c1cccs1	0.4	-3	-0.7	-4
COc1ccc(CCNC(=O)CSc2nc3c(cc2C#N)CCCCCC3)cc1OC	-0.1	1	-0.6	2
COc1ccc(-c2csc(NCCc3ccccc3)n2)cc1	-0.4	-39	1.6	-55
O=C(CSCc1ccccc1)Nc1nc2c(s1)COc1ccccc1-2	0.1	7	0.6	5
Cc1ccc2oc(-c3cccc(NC(=O)c4sc5ccccc5c4Cl)c3C)nc2c1	-0.2	14	0.6	6
COc1cc(C)c(Cl)cc1S(=O)(=O)N1CCN(c2ccccc2)CC1	0.1	-3	0.4	9
O=C(Cc1cn(-c2ccc(N3CCCC3CO)nn2)c2ccccc12)Nc1ccc2c(c1)OCO2 (stereo not drawn)	-0.3	-6	-0.9	-12
CCS(=O)(=O)CCc1nnc(NC(=O)Nc2cccc(C(F)(F)F)c2)s1	-0.1	9	-1.8	7
CN1CCCC1=Nc1cc(N(C)C)nc2ccccc12	0.1&0.1	19&-1	0.3&-0.3	3&-5
CCS(=O)(=O)c1ccc(S(=O)(=O)CC)s1	-0.3	-15	1.2	-2
COc1cc2c(cc1OC)C(COc1ccc(C(C)C)cc1)N(C(=O)Cc1cccs1)CC2 (stereo not drawn)	-0.1	-7	-0.3	5
Cc1cccc2cc(CN(C(=O)N(C)C)C3CCCC3)c3nnnn3c12	0.0	-3	-0.2	6
O=C(CN(c1ccc(Cl)c(C(F)(F)F)c1)S(=O)(=O)c1ccccc1)N1CCN(c2ccccc2)CC1	-0.2	-4	-0.1	-6
COC(=O)CN(c1ccc2c(c1)OCO2)S(=O)(=O)c1c(C)[nH]c(=O)[nH]c1=O	-0.1	9	5.3*	-6
Cc1ccc(S(=O)(=O)N2CCN(CC(=O)c3c(C)[nH]c4ccccc34)CC2)cc1	-0.1	3	-0.1	-1
Cc1nn(C)c(C)c1-c1cccc(C(=O)NCCCN2CCCC2=O)n1	0.6	-4	2.9	0
O=C(CSc1nnnn1Cc1ccccc1)c1ccc(Br)cc1	0.1	1	0.3	7
CCOC(=O)C1=C(C)N=c2s/c(=C\c3ccc(OC(C)=O)c(OCC)c3)c(=O)n2C1c1ccc(OC)c(OC)c1 (stereo not drawn)	0.2	6	1.2	9
CCOC(=O)c1ccc(N=Cc2c(O)n(-c3ccc(OCC)cc3)c(=O)[nH]c2=O)cc1	0.1	-20	-0.7	9
Cc1cc(C)cc(NC2=C(NCCO)C(=O)c3ccccc3C2=O)c1	-0.5	3	-0.8	26
CCOc1ccccc1CN1CCN(S(C)(=O)=O)CC1	0.0	-8	-0.4	49
COc1ccc(-c2nnn(CC(=O)Nc3ccccc3-c3ccccc3)n2)cc1	0.0	-1	0.3	12
COc1ccc(-c2nnc3ccc(SCc4ccccn4)nn23)cc1OC	0.1	-14	0.0	0
COP(=O)(OC)c1nc(-c2ccccc2)oc1NCc1ccc(F)cc1	0.1	4	-0.1	16
O=C(Nc1ccccc1)C1CC12CCN(C(=O)C1CCCC1)CC2 (stereo not drawn)	-0.1	-1	0.7	-11
CCOC(=O)C1CCN(C(=O)C(CC)n2nc(C)c3sc4ccccc4c3c2=O)CC1 (stereo not drawn)	0.6	7	0.1	7
COc1ccccc1C1(NC(=O)c2snnc2C)CCCC1	-0.1	0	1.4	-10
COc1ccccc1C1NC(=O)N(C)C(C)=C1C(=O)OCCOc1ccccc1 (stereo not drawn)	0.1	10	-2.0	14
O=C1NC(=Nc2ccccc2)S/C1=C/c1cccc(OC(=O)c2ccccc2)c1	-0.1	-22	0.6	5
COc1ccc(-c2nn3cnnc3s2)cc1	-0.3	3	4.0	8
COc1cc(/C=C(\C#N)C(=O)Nc2cc([N+](=O)[O-])ccc2F)ccc1OC(C)=O	0.0	-1	0.0	-10
Cc1cc2n(n1)C(c1ccc(O)cc1O)Nc1c(C)cccc1-2 (stereo not drawn)	0.4	0	0.0	12
COc1ccc(NC(=O)N(Cc2ccc(C)cc2)Cc2cccnc2)c(OC)c1	0.3	-3	0.0	1

Looked up one by one from the entries so far, two records:
SMILES	FBW7 act	TEAD-YAP block	GPR151 activ	MITF inh
CCOC(=O)c1ccc(N=Cc2c(O)n(-c3ccc(OCC)cc3)c(=O)[nH]c2=O)cc1	0.1	-20	-0.7	9
O=C(Nc1ccccc1)C1CC12CCN(C(=O)C1CCCC1)CC2 (stereo not drawn)	-0.1	-1	0.7	-11

Additional entries follow:
SMILES	FBW7 act	TEAD-YAP block	GPR151 activ	MITF inh
O=C1CSC(c2ccc(F)cc2)N1c1cccc(F)c1 (stereo not drawn)	-0.1	1	0.3	1
COc1ccccc1C(=O)N[C@H]1C[C@H]2C(=O)N[C@H]([C@H](C)O)C(=O)N2C1	0.1	-7	0.1	-7
Cc1ccccc1NC(=O)c1cc2nc(-c3ccc(Cl)cc3)cc(C(F)(F)F)n2n1	0.0	-7	-1.5	2
Cc1c(C(=O)Nc2cccc(Cl)c2)sc2ncnc(N3CCN(c4ccccc4)CC3)c12	0.2	-3	-1.0	-2
Cc1ccc(CNc2ccc3[nH]ncc3c2)c(C)c1	-0.1	15	0.7	-2
O=C1CC(c2ccccc2)CC2=C1C(c1cccc(F)c1)Nc1ccccc1N2 (stereo not drawn)	-0.4	3	-1.1	2
N#CCc1ccccc1C(=O)NCCOc1ccccc1	0.1	-21	-0.9	7
COc1cc(/C=N\n2cnnc2)cc(OC)c1OC	0.2	0	1.8	11
C=CCn1c2ccccc2c2nnc(SCC(=O)NCc3ccco3)nc21	-0.5	3	-0.5	0
COCCNC(=O)c1ccc(Cn2c(SCc3ccncc3)nc3ccc(Br)cc3c2=O)cc1	0.0	-5	-0.4	-31
Nc1cccc(-c2ncc(C(=O)Nc3ccccc3)s2)c1	-0.1	7	-1.2	0
CCCC1(CCC)NC(=O)N(CC(=O)O)C1=O	0.4	7	2.7	14
COC(=O)C1CCN(Cc2ccc3c(c2)CN(C(=O)C(C)N2CCOCC2)CCO3)CC1 (stereo not drawn)	-0.3	-11	-1.4	-8
O=C(Nc1ccc(F)c(F)c1N1CCC(O)CC1)c1ccc(Br)o1	0.1	1	-1.9	-2
Cc1cc(C)c2cc(CN(CCO)Cc3nnnn3C3CCCC3)c(=O)[nH]c2c1	-0.1	-7	-1.4	-13
CCCN1CCN(C(=S)Nc2ccc(OC)c(OC)c2)CC1	0.1	-6	-0.3	-13
CC(C)c1ccc(S(=O)(=O)Nc2ccc3oc4c(c3c2)CCCC4)cc1	0.0	-4	2.1	-6
CCOC(=O)c1ccc(NC(=O)NCCc2ccc(Cl)cc2)cc1	0.3	-1	2.8	8
COc1ccccc1NC(=O)c1ccccc1[N+](=O)[O-]	0.1	1	-1.1	21
CC(=O)Oc1ccc2c(=O)c(-c3ccccc3)c(C)oc2c1C	0.2	-6	-1.0	-12
Cc1ccc(C(=O)N(Cc2ccccc2)c2ccccn2)cc1	-0.2	-6	0.3	-4
O=S(=O)(c1ccccc1F)N1CCN(c2ccc(-c3ccccc3)nn2)CC1	0.2	-4	3.5	3
CC(=O)Oc1ccc(N2C(=O)C3C4C=CC(C(OC(C)=O)OC(C)=O)(O4)C3C2=O)cc1 (stereo not drawn)	0.0	-8	-0.8	-1
CCOC(=O)CSc1nc(Nc2cc(OC)cc(OC)c2)c2ccccc2n1	0.1	-10	1.3	-2
O=C(CSc1ncnc2sc3c(c12)CCCC3)Nc1ccc(Cl)c(C(F)(F)F)c1	0.1	2	0.6	7
NC(=O)COC(=O)CNC(=O)c1ccc(Br)cc1	0.0	18	-0.6	7
c1ccc(-c2csc(N3CCCCC3)n2)cc1	-0.1	-25	2.4	-6
CCCN1CCCC(c2nc(-c3ccncc3)ncc2-c2ccccc2)C1 (stereo not drawn)	0.1	-3	2.0	-5
CSc1ccc(C2C(C(=O)Nc3cccc(F)c3)=C(C)NC3=C2C(=O)CC(C)(C)C3)cc1 (stereo not drawn)	-0.1	-2	0.1	-2
O=C1Nc2cc(C(=O)N3CCN(c4ccccn4)CC3)ccc2NC1CSCc1c(F)cccc1Cl (stereo not drawn)	1.1	6	-1.7	15
NC(=O)c1cccc(Cn2cc(C(F)(F)F)ccc2=O)c1	0.0	-6	0.7	-13
COc1ccc(NC(=O)c2cc[n+]([O-])cc2)cc1	1.1	8	-1.4	2
O=C(CCN1CCC(c2ccccc2)C1)c1cccs1 (stereo not drawn)	-0.1	14	1.9	0
COc1ccc(CNC(=O)CNC(=S)N(Cc2cccs2)C2CCCCC2)cc1	-0.1	-2	-0.7	-7
COc1ccc(C(=O)Oc2ccc(Cl)cc2C(C)=O)cc1	0.0	-7	-0.5	0
Cc1ccc(C(=O)NNc2cc(=O)n(C)c(=O)n2C)cc1C	0.6	-9	-2.6	14

Entries listed so far containing an aryl thioether with sulfur outside any ring, in the order listed:
SMILES	FBW7 act	TEAD-YAP block	GPR151 activ	MITF inh
CSc1ccccc1C(=O)N1CCCCCC1	0.1	7	0.0	9
O=C(CSc1n[nH]c(=O)n1C1CC1)Nc1cccc2ccccc12	0.2	0	-0.4	7
CCCSc1nc2sc3c(c2c(=O)n1-c1ccc(C)cc1)CCCCC3	-0.1	1	1.0	3
COc1ccc(CCNC(=O)CSc2nc3c(cc2C#N)CCCCCC3)cc1OC	-0.1	1	-0.6	2
O=C(CSc1nnnn1Cc1ccccc1)c1ccc(Br)cc1	0.1	1	0.3	7
COc1ccc(-c2nnc3ccc(SCc4ccccn4)nn23)cc1OC	0.1	-14	0.0	0
C=CCn1c2ccccc2c2nnc(SCC(=O)NCc3ccco3)nc21	-0.5	3	-0.5	0
COCCNC(=O)c1ccc(Cn2c(SCc3ccncc3)nc3ccc(Br)cc3c2=O)cc1	0.0	-5	-0.4	-31
CCOC(=O)CSc1nc(Nc2cc(OC)cc(OC)c2)c2ccccc2n1	0.1	-10	1.3	-2
O=C(CSc1ncnc2sc3c(c12)CCCC3)Nc1ccc(Cl)c(C(F)(F)F)c1	0.1	2	0.6	7
CSc1ccc(C2C(C(=O)Nc3cccc(F)c3)=C(C)NC3=C2C(=O)CC(C)(C)C3)cc1 (stereo not drawn)	-0.1	-2	0.1	-2

Rows were taken by chance; overall some 3.4% were active at least once.
